RXFP1 agonist: agonists of human relaxin receptor RXFP1. Q9HBX9. HEK293T-RXFP1 cAMP TR-FRET, 30 min; response scale: percent of porcine relaxin response, buffer zero. Potency, µM (highest dose often 57.5 µM), without a hit: at the top dose activation, hits mostly activators. 370,000 tested, 0.3% active. AID 2676; also: potency is read from the fitted curve at half-maximal effect; % is scaled to controls: 0 for no effect and ±100 for the full control effect; nearly all actives have a fitted effect of over 60% in size; many of its hits are not listed in these tables
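HEK293 cells stably expressing RXFP1, treated 30 min at 37C with compounds plus PDE4 inhibitor Ro 20174; cAMP measured by HTRF TR-FRET. Normalized to buffer and 29 nM porcine relaxin; EC50 by Hill fit.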
D2 PAM: positive allosteric modulators of human D2 dopamine receptor | 340,000 tested, 0.34% active | HEK293 T-REx D2, calcium flux, EC20 dopamine potentiation | P14416 | potentiation, % at 10 µM | AID 485347;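 active = potentiation over 3 SD above the plate norm, cut at about 30% in these data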; also: 0% is about no effect
Target sequence (P14416 whole entry, looked up): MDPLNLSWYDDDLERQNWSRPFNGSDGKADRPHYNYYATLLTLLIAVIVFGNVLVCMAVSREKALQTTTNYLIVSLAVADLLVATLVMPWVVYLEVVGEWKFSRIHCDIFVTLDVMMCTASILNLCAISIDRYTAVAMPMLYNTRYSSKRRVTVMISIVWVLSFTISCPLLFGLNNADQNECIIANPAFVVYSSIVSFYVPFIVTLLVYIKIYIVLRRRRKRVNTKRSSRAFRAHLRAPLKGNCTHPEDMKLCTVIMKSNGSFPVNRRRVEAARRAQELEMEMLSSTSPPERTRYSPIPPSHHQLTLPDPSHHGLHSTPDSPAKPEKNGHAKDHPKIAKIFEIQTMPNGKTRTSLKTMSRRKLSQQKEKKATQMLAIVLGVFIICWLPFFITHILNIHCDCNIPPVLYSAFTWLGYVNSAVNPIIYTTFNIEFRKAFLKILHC
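Primary screen. Calcium kinetics in induced HEK293 T-REx D2 cells: compound pre-addition 180 s, EC20 dopamine, 180 s more.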
D1 agonist: activates the human D1 dopamine receptor; P21728; 360,000 tested, 1% active; AID 504660; HEK293 T-REx D1 cells, calcium flux, agonist mode; activation, % at 2 µM; in the data active = activation above about 30%; also: 0% is about no effect
Target sequence (P21728 whole entry, looked up): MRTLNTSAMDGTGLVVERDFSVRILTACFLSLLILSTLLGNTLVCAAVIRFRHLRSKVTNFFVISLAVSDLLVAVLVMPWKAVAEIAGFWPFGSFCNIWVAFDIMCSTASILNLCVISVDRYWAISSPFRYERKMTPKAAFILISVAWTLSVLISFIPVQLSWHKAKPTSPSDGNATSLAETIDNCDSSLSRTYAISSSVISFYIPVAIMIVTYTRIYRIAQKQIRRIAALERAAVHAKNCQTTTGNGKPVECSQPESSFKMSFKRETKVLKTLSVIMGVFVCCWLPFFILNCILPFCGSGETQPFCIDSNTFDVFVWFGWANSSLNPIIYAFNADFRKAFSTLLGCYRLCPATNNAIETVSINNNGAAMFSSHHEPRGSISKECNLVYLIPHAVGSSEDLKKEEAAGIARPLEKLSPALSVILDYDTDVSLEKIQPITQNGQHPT
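Agonism was scored from calcium flux recorded over 180 s (1 read/s) after pintool compound addition, following a 10-cycle baseline. Cells were inducible force-coupled HEK293 TREx D1, plated overnight at 30 C and loaded with no-wash calcium dye.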
Vif-A3G inh: Vif-A3G binding inhibition. Q9HC16. HeLa A3G-eYFP + Vif (tagged APOBEC3G with the HIV-1 protein that degrades it), YFP fluorescence, overnight. Potency, µM (highest dose often 46.1 µM), inactives show at the top dose activity, negative = active, hits mostly inhibitors. 410,000 tested, 0.076% active. AID 602310;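 also: potency is read from the fitted curve at half-maximal effect; % is scaled to controls: 0 for no effect and ±100 for the full control effect; nearly all actives have a fitted effect of over 60% in size; hits raise eYFP signal because A3G escapes Vif-driven loss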
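Read-out is eYFP fluorescence (Ex 488/Em 500-530) from Vif-expressing HeLa A3G-eYFP cells; more signal means A3G escaped Vif-mediated degradation. Cells plated overnight, compound pinned in, incubated overnight at 37 deg C.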
Vif-APOBEC3F blk: blocks the Vif interaction with APOBEC3F; Potency, µM (top dose mostly 46.1 µM), for inactives: at the top dose activity, negative = active; 390,000 tested, 0.2% active; HeLa A3F-eYFP + Vif (tagged APOBEC3F with the HIV-1 protein that degrades it), YFP fluorescence increase; also: potency is read from the fitted curve at half-maximal effect; % of control where 0% means no effect; nearly all actives have a fitted effect of over 65% in size
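HeLa cells stably expressing A3F-eYFP plus Vif, plated and incubated overnight at 37 deg C, then exposed to compounds overnight at 37 deg C. Blocked degradation read as raised yellow fluorescence (Ex 488/Em 500-530).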
D1 potentiator: enhances dopamine response at the human D1 receptor | P21728 | HEK293 TREx D1 cells, calcium flux, dopamine EC20 potentiation | potentiation, % at 10 µM | 360,000 tested, 0.036% active | AID 504651; in the data active = potentiation above about 30%; also: 0% is about no effect
Glioma ERSR ind: ER stress response induction in glioma; U87-MG GRP78 promoter luciferase reporter, 16 h; Potency, µM, without a hit: at the top dose activation, usual class: activators; 420,000 tested, 0.02% active; also: potency is read from the fitted curve at half-maximal effect; series mostly up to about 76 µM; % of control where 0% means no effect; nearly all actives have a fitted effect of over 35% in size
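ERSR induction read as luciferase luminescence (Bright-Glo, 10 min at room temperature) in stably transfected human U87-MG glioma cells exposed to compounds for 16 h, using GRP78 as sensor.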
LDHA inh: inhibitors of human lactate dehydrogenase A. purified LDHA, NADH/diaphorase-resazurin fluorescence; active compounds read low. activity change, % (values are at about 110 or 230 µM). AID 1347041. 480,000 tested, 0.15% active. P00338; in the data active = activity change below about -30%; inconclusive = mostly about -25% to -30%;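 also: plate controls were DMSO wells for no effect and wells without enzyme for full effect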
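Remaining NADH was detected by diaphorase (0.133 mg/mL) converting 37 µM resazurin to fluorescent resorufin, read at 0 and 20 minutes. The preceding 5-minute room-temperature reaction used 2 nM LDHA, 0.2 mM sodium pyruvate and 0.06 mM NADH at pH 7.4.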
D1 antagonist: antagonists of human D1 dopamine receptor. P21728. HEK293 TREx D1 cells, calcium flux, dopamine EC80; active compounds read low. activity change, negative = inhibition, % at 10 µM. 360,000 tested, 3.2% active; in the data active = activity change below about -30%; also: % is scaled to controls: 0 for no effect and ±100 for the full control effect
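Tetracycline-induced HEK293 Trex D1 cells, force-coupled to calcium, dye-loaded; compounds added and read 180 s, then EC80 dopamine added and calcium flux tracked kinetically another 180 s.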
Numbers without * were called inactive; ? = inconclusive; · = no result given. Unless noted, calls follow the shape of the dose curve; as a rule, active = well fitted curve in the direction sought with a large enough effect; inconclusive = small, poorly fitted or top-dose-only effect, or another doubt; inactive = no such curve, though single readings can be large; an effect the other way counts as inactive or inconclusive.

SMILES	RXFP1 agonist	D2 PAM	D1 agonist	Vif-A3G inh	Vif-APOBEC3F blk	D1 potentiator	Glioma ERSR ind	LDHA inh	D1 antagonist
CCn1c(/C=C/c2ccc(O)cc2)nc2ccccc2c1=O	-1.4%	0	6	-4%	11%	-3	0%	-13	4
Cc1ccc(SCC(=O)N2CCC(C(N)=O)CC2)cc1	1.5%	-10	1	-1%	6%	-6	0%	-7	17
O=C(O)CCNc1ccc(Cl)cc1	-1.8%	7	4	1%	14%	-1	-2%	0	-7
Cc1cc(C(F)F)n2nc(C(=O)Nc3ccc(S(=O)(=O)N4CCCCCC4)cc3)nc2n1	·	·	·	-1%	3%	·	-4%	-2	·
Cc1ccc(-c2nc3ccccc3c(C(=O)NCc3cccs3)c2C)cc1	-0.2%	-11	5	-7%	-4%	1	-3%	3	1
Cc1cc(C)cc(N(CC(=O)NC2CCCCC2)C(=O)c2csnn2)c1	-0.3%	-6	3	-1%	15%	-6	-6%	-1	-26
CCCCCCCCOC(=O)C1=C(C)Nc2nnnn2C1c1cccs1 (stereo not given)	1.8%	-4	0	-8%	2%	-3	-7%	-1	5
CCN(CC)S(=O)(=O)c1ccc(N2CCOCC2)c(NC(=O)Cc2ccccc2)c1	2.4%	-2	1	0%	9%	2	-4%	-8	3
O=C1C(=Cc2ccccc2O)SC(=S)N1CCCN1CCOCC1	·	·	·	3%	-24%	·	-4%	-1	·
O=C(O)C1CCC1C(=O)Nc1nc(-c2ccc(Cl)s2)cs1 (stereo not given)	7.3%	·	1	1%	0%	-2	-4%	0	1
COC(=O)c1c(-c2cccs2)csc1NC(=O)c1ccc(Br)cc1	0.8%	-3	5	0%	-6%	4	1%	0	4
COc1ccc(N2CC(C(=O)Nc3nnc(SCc4cccnc4)s3)CC2=O)cc1 (stereo not given)	1.4%	-2	1	0%	-17%	-3	-1%	-8	-5
O=C(/C=C/c1cccc(F)c1)Nc1nccs1	2.4%	-4	2	-5%	5%	-13	7%	-6	8
CCOC(=O)COc1ccc2c(=O)c(-c3ccccc3OC)coc2c1	0.2%	-1	0	-1%	-10%	5	?	-8	5
COCCNC(=O)C(c1cccs1)N(CCc1ccccc1)C(=O)Cn1nnc2ccccc21 (stereo not given)	0.2%	·	-2	0%	0%	-1	-4%	-4	-1
Cc1ccc2nc(N3CCN(C(=O)c4ccccc4F)CC3)c(C#N)cc2c1	·	·	·	3%	-1%	·	-4%	1	·
COc1ccccc1-c1cc(C(F)(F)F)nc(S(=O)(=O)CCCC(=O)NCc2ccc(F)cc2)n1	-0.5%	2	1	-24%	7%	5	-14%	-5	16
COc1ccc(NC(=O)C2=C(C)Nc3ncnn3C2c2ccccc2C(F)(F)F)c(OC)c1 (stereo not given)	-2.1%	·	1	1%	1%	-4	-4%	18	-2
COCCNC(=S)N/N=C/c1ccc(N2CCOCC2)cc1	-2.6%	20	7	-6%	?	-5	-2%	0	0
CSc1ccc(/C=C/C(=O)OCC(=O)N2CCN(c3ccccc3)CC2)cc1	·	·	·	8%	5%	·	-4%	-1	·
CC(=O)Nc1ccc(S(=O)(=O)N2CCC(n3c(C(F)(F)F)nc4cccnc43)CC2)cc1	2.0%	-7	5	-5%	-5%	2	-3%	-3	-7
COc1ccc(C2=NN(C(=O)CSc3ncccn3)C(c3ccc(C)cc3)C2)cc1 (stereo not given)	1.2%	10	16	-2%	-3%	1	-6%	1	-20
COc1cc(NC(=O)N2c3ccccc3Sc3ccccc32)c(C(=O)O)cc1OC	0.0%	-1	3	-2%	-8%	0	-6%	1	-10
O=C(COC(=O)c1cnc(Cl)c(Cl)c1)c1ccc(F)cc1	·	·	·	1%	-4%	·	0%	-8	·
COc1ccc(/C=N/Nc2ccccc2C(=O)O)cc1	-1.2%	-10	0	-8%	0%	-2	-12%	0	-6
COc1cccc(N2CCN(C(=O)Cn3c(=O)oc4ccccc43)CC2)c1	1.4%	9	6	0%	18%	1	-3%	1	-4
C[C@@H]1CCC[C@@]2(O[C@H](CCO)C[C@H](O)[C@H]2O)O1	·	·	·	7%	0%	·	-3%	-7	·
O=C(CNCC1CCCCC1)Nc1ccccc1N1CCCCC1	2.5%	-5	0	-8%	-26%	7	0%	-11	15
CCOc1ccc(NC(=S)Nc2ccc(C)c([N+](=O)[O-])c2)cc1	0.4%	-5	1	0%	-4%	-2	-4%	-3	-4
COc1ccc(CCC(=O)NCCS(=O)(=O)N2CCN(c3ccc(OC)cc3)CC2)cc1	7.1%	-3	0	1%	-5%	-9	0%	-2	-17
CC(=O)c1ccc(OCc2cc(C(=O)N(C)Cc3ccon3)no2)cc1	-1.4%	-3	2	1%	-9%	2	-1%	-4	-8
COc1ccc(NC(=O)CN(C)Cc2cccs2)cc1Cl	2.2%	-5	12	-1%	0%	·	1%	-1	-21
COc1ccc(OC)c2c1sc(=NC(=O)c1ccco1)n2C	3.0%	24	2	-4%	-5%	2	-6%	5	7
CSCC[C@H](N)C(=O)N1CCC(C(=O)N[C@H](C(=O)NCc2ccccc2F)C(C)C)CC1	1.7%	10	1	-2%	-2%	2	-1%	-3	1
O=C(CSc1nc2c(cnn2-c2ccc(F)cc2)c(=O)[nH]1)Nc1nccs1	3.3%	4	-4	-3%	0%	-5	-3%	0	22
Cc1c(C(=O)Nc2ccc(S(=O)(=O)N3CCOCC3)cc2)cccc1[N+](=O)[O-]	1.6%	·	3	12%	-5%	-23	-3%	-9	-18
CC12CCC(C(=O)NNC(=O)c3ccccc3)(OC1=O)C2(C)C (stereo not given)	2.0%	4	4	2%	0%	6	-1%	2	13
CN(C)S(=O)(=O)c1cccc(NC(=O)c2ccc(NS(=O)(=O)c3cccs3)cc2)c1	·	·	·	-3%	-11%	·	-3%	-8	·
COc1cc(NC(=O)CN(c2cc(C)cc(C)c2)S(=O)(=O)c2c(C)noc2C)cc(OC)c1	0.9%	10	1	-4%	-5%	3	-3%	-3	2
Cc1ccc(S(=O)(=O)N2CCC(C(=O)OCC(=O)NCc3cccc(Cl)c3)CC2)cc1C	·	·	·	1%	?	·	-4%	-1	·
CC(Sc1ccc(S(=O)(=O)N2CCN(C)CC2)cn1)C(=O)NC1CCCC(C)C1C (stereo not given)	·	·	·	0%	6%	·	-6%	0	·
Cc1nc(N2CCN(Cc3ccccc3)CC2)nc2c1CCC2	1.9%	-18	-4	-2%	1%	-2	-2%	-3	11
CSc1ncc(Cl)c(C(=O)Nc2c(C(=O)c3ccc(Cl)cc3)oc3ccccc23)n1	-1.5%	10	3	1%	1%	-1	-3%	-1	1
O=C(CSCc1ccc(Cl)cc1)NCCSCc1ccco1	-0.6%	-26	1	4%	9%	8	-1%	-10	-6
COc1ccc(C(=O)N/C(=C/c2cccnc2)C(=O)Nc2cccc(C(C)=O)c2)cc1OC	1.7%	·	0	0%	-7%	2	-2%	-5	14
CC(=O)Nc1ccc(S(=O)(=O)N(C)c2ccccc2)cc1	-1.0%	0	0	3%	2%	-7	-4%	3	2
O=C1CCC(C(=O)N2CCCC(C(=O)c3ccc4c5c(cccc35)CC4)C2)=NN1 (stereo not given)	5.3%	16	2	?	-11%	-3	-2%	-1	-33*
O=C(O)C1CCC(N2C(=O)c3cccc([N+](=O)[O-])c3C2=O)CC1 (stereo not given)	0.7%	-1	0	2%	-1%	-1	-3%	2	21
Cc1ccccc1-c1noc(N)c1C#N	-0.3%	-8	-1	-5%	-6%	-2	-5%	8	-4
Cc1ccnc(NS(=O)(=O)c2ccc(NC(=O)c3ccc(Br)o3)cc2)n1	14%	-13	5	2%	-7%	7	-1%	-6	24
CCN(CC)C(=O)[C@H]1C[C@H](CC(=O)NCc2cccc(C(F)(F)F)c2)C(=O)N2CCc3c([nH]c4cc(-c5ccco5)ccc34)[C@]12C	·	·	·	-4%	-3%	·	2%	-5	·
Cc1nnc(NC(=O)c2ccc(S(=O)(=O)N3CCCCC3C)cc2)o1 (stereo not given)	-3.0%	-3	1	0%	?	0	1%	5	1
Cn1c(=O)c2c(SCC(=O)Nc3ccc(F)cc3F)nc(C3CCCC3)nc2n(C)c1=O	4.4%	4	1	·	·	3	·	0	10
COc1cccc(C(=O)NNC(=O)C2CCCO2)c1 (stereo not given)	1.4%	-14	3	-1%	3%	-9	3%	0	-30
CC(=O)c1c(C)[nH]c(C(=O)Nc2cccc(S(=O)(=O)N3CCCCC3)c2)c1C	0.4%	3	8	1%	-13%	-17	-2%	-4	-9
O=C(NCCOC(=O)c1ccc([N+](=O)[O-])cc1)c1cccnc1	?	0	5	0%	12%	-10	-1%	1	-17
COc1cc2c(cc1OC)CN(Cc1cc(=O)oc3c(C)c(C)ccc13)CC2	2.3%	-5	4	4%	0%	-2	3%	0	-2
COc1cc(C)c(C(C)C)cc1S(=O)(=O)n1cnc(C)c1	0.6%	-9	-2	?	-14%	11	-4%	-3	0
Cn1c(=O)c2c(nc(SCCCC#N)n2Cc2c(F)cccc2Cl)n(C)c1=O	1.8%	-5	-2	-1%	1%	-6	-1%	1	3
Cc1cc(C)c2[nH]c(=O)c(CN(CC3CCCO3)C(=S)Nc3ccccc3)cc2c1 (stereo not given)	3.5%	-7	1	-1%	9%	-2	-4%	-1	5

A portion of the library (hit frequency here may not be typical).
